Screens (PubChem)
Tb PFK inh = blocks T. brucei phosphofructokinase | T. brucei PFK, ADP-Glo luminescence | 330,000 compounds, 0.17% hits | Potency, µM (doses to about 57.5 µM), for the others: at the highest dose activity, negative = inhibition, most hits filed as inhibitors | O15648 | AID 485367;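 also: potency is read from the fitted curve at half-maximal effect; 0% = uninhibited 1x PFK enzyme wells and -100% = no-enzyme wells; nearly all actives have a fitted effect of over 60% in size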
Target sequence (O15648 whole entry, looked up): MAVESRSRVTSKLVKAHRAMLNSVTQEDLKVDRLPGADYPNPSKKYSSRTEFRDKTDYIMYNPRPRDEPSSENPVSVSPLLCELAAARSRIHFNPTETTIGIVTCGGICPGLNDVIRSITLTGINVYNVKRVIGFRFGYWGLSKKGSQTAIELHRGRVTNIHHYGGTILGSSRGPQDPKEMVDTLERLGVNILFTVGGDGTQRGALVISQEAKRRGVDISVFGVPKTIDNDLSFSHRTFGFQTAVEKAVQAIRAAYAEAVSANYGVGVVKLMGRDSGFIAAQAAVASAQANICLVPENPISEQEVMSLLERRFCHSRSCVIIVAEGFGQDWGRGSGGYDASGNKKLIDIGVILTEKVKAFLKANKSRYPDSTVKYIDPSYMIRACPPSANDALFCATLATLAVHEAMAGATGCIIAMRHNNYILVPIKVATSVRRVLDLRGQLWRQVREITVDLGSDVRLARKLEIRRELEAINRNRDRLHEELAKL
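ADP-Glo luminescence quantified ADP after 45 min at room temperature, with 1.25 nM T. brucei PFK, 0.1 mM ATP and 0.5 mM fructose-6-phosphate in pH 8.0 TEA buffer. qHTS titrations up to 57 µM; curves classified by quality.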
BRCA1 expr up = BRCA1 expression activation; MCF7-BRCA1-FFLuc reporter, luminescence, 48 h; response scale: scaled: vehicle 0%, 10 µM genistein 100%; AID 624202; Potency, µM (doses to about 46.1 µM), without a hit: at the highest dose activation, most hits filed as activators; 380,000 compounds, 1.1% hits; also: potency is read from the fitted curve at half-maximal effect; nearly all actives have a fitted effect of over 80% in size; some results filed as inactive show a strong effect at the top dose
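Compounds are tested at multiple concentrations on MCF7 BRCA1-luciferase reporter cells seeded at 2000 per well; after 48 h, a single luminescence end-point is taken and curves fitted to the normalized data.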
NPC1 promoter act = activates the NPC1 promoter. Huh7 NPC1 promoter luciferase reporter, 24 h. Potency, µM (series often up to 9.22 µM), for the others: top-dose activation, actives largely listed as activators. 320,000 compounds, 2.4% hits. AID 485313;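 also: potency is read from the fitted curve at half-maximal effect; % of control where 0% means no effect; nearly all actives have a fitted effect of over 60% in size; reporter is driven by a mutant NPC1 promoter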
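Quantitative HTS used a cell-based reporter: Huh7 cells stably bearing the NPC1 promoter upstream of luciferase were treated with compounds for 24 h, and promoter activation was read as luminescence.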
ELG1 genotox = induces genotoxicity in HEK293T cells with luciferase-tagged ELG1; AID 504466; Potency, µM (highest dose often 46 µM), without a hit: at the top dose activity change, positive = activation, actives largely listed as activators; 330,000 compounds, 1.3% hits; HEK293T ELG1-luciferase reporter, luminescence, 16 h; also: potency is read from the fitted curve at half-maximal effect; % of control where 0% means no effect; nearly all actives have a fitted effect of over 60% in size
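Cells (2,000/well) expressing the ELG1-luciferase fusion are dosed by pin tool and kept 16 hr at 37 °C, 5% CO2. Signal comes from ONE-Glo luciferase reagent after 30 min at room temperature.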
FLuc modulator = firefly luciferase modulation, counter-screen for miR-21 project | P08659 | 360,000 compounds, 6.9% hits | purified FLuc, Km substrates, luminescence inhibition | Potency, µM (top dose mostly 57.5 µM), for inactives: top-dose activity change, negative = inhibition, actives largely listed as inhibitors | AID 588342;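 also: potency is read from the fitted curve at half-maximal effect; plate controls were vehicle for no effect and reference inhibitor for full effect; nearly all actives have a fitted effect of over 55% in size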
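Purified P. pyralis luciferase, 10 nM final, with Km-level 10 uM D-luciferin and 10 uM ATP in 50 mM Tris acetate pH 7.5, 10 mM Mg acetate, 0.01% Tween-20, 0.05% BSA; 6-point qHTS titration about 60 µM downward; luminescence read.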
Gal4-VP16 FLuc = inhibits Gal4-VP16 luciferase reporter, ROR gamma counter-screen; Drosophila S2 Gal4-VP16 UAS-luciferase, luminescence, 20 h; Potency, µM (series often up to 53.6 µM), for the others: at the highest dose activity, negative = inhibition, hits mostly inhibitors; 310,000 compounds, 3.5% hits;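 also: Gal4-VP16 expression switched on by copper sulfate through the metallothionein promoter; potency is read from the fitted curve at half-maximal effect; % is scaled to controls: 0 for no effect and ±100 for the full control effect; nearly all actives have a fitted effect of over 50% in size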
TRPV1 ag = human TRPV1 agonism; 320,000 compounds, 0.19% hits; TRPV1-expressing cells, Fluo-8 calcium influx, agonist mode; Q8NER1; activation, % at 8.33 µM; AID 540275; in the data active = activation above about 80%; inconclusive = between about 30% and that limit; also: 0% is about no effect
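Fluo-8 calcium influx in TRPV1-expressing cells, kinetic read (ex 480/em 520 nm). Compound added and read 3 min for agonist activity, followed by capsaicin at EC20 final and 2 min further read for enhancement.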
p53 reactivation = re-activators of mutant p53. H1299 p53-A138V BP100-luciferase reporter, luminescence, 24 h. AID 504706. 320,000 compounds, 0.063% hits. Potency, µM (doses to about 92.2 µM), without a hit: at the top dose activity change, positive = activation, hits mostly activators; also: potency is read from the fitted curve at half-maximal effect; % of control where 0% means no effect; nearly all actives have a fitted effect of over 45% in size
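p53-null H1299 cells stably carrying temperature-sensitive p53-A138V and a BP100-luciferase reporter were pinned with compounds (4-point, 1:5 series) and held 24 hrs at 37 deg C. Luminescence was read 10 min after detection reagent.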
ELG1 DNA repair = blocks ELG1-dependent DNA repair in HEK293T cells | HEK293T ELG1-luciferase reporter, luminescence, 16 h; DNA damage induced by 5-fluorouridine | Potency, µM (highest dose often 46.1 µM), without a hit: at the top dose activity change, negative = inhibition, usual class: inhibitors | 330,000 compounds, 2.3% hits | AID 504467; also: potency is read from the fitted curve at half-maximal effect; % is scaled to controls: 0 for no effect and ±100 for the full control effect; nearly all actives have a fitted effect of over 55% in size
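In this reporter screen, reduction of luminescence relative to DMSO vehicle indicated activity. Compounds and 5-fluorouridine were added together to 2,000 cells per well, incubated for 16 hr at 37 °C, then developed with ONE-Glo.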
RORgamma inh = ROR gamma (mouse) transcription inhibition; P51450; Drosophila S2 Gal4-RORgamma UAS-luciferase reporter, 20 h; Potency, µM (top dose mostly 53.6 µM), for inactives: at the highest dose activity change, negative = inhibition, actives largely listed as inhibitors; 310,000 compounds, 5.4% hits; AID 2551; also: potency is read from the fitted curve at half-maximal effect; % is scaled to controls: 0 for no effect and ±100 for the full control effect; nearly all actives have a fitted effect of over 60% in size
Target sequence (P51450 whole entry, looked up, the tested form may be a part): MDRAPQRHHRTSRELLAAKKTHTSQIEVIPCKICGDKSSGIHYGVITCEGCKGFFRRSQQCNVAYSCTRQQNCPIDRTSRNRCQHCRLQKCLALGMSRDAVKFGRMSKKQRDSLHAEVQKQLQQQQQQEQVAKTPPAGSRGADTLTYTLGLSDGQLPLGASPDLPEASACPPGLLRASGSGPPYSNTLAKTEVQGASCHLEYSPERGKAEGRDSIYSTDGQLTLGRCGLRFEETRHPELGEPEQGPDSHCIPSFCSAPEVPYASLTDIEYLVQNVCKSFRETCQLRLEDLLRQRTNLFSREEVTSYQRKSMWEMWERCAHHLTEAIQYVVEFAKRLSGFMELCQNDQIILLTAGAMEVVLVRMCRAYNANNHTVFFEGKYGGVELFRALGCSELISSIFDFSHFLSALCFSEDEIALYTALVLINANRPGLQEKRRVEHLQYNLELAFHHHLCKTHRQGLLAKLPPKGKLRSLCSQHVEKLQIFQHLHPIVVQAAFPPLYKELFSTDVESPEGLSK
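Using a luciferase readout, inhibitors were identified by reduced reporter activity in Drosophila cells coexpressing a copper-inducible Gal4–ROR gamma fusion and UAS-driven Photinus luciferase, incubated 20 hr after 700 uM copper sulfate.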
Rab9 prom act = activates the Rab9 promoter; Huh7 Rab9 promoter-luciferase reporter, luminescence, 24 h; Potency, µM (doses to about 9.22 µM), for the others: at the top dose activation, negative = inhibition, usual class: activators; 320,000 compounds, 2.8% hits; also: potency is read from the fitted curve at half-maximal effect; % of control where 0% means no effect; nearly all actives have a fitted effect of over 60% in size
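Quantitative HTS format; Huh7 Rab9-luciferase reporter cells (1500/well) receive compound 2 h post-plating, incubate 24 h at 37 °C, then get luciferase reagent for 10 min before luminescence reading.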
An asterisk follows results filed as active; u = inconclusive; x = no result given; & = joins results of further samples; [ ] = dose if it differs, or a comment. Unless noted, calls follow the shape of the dose curve; as a rule, active = well fitted curve in the direction sought with a large enough effect; inconclusive = small, poorly fitted or top-dose-only effect, or another doubt; inactive = no such curve, though single readings can be large; an effect the other way counts as inactive or inconclusive.

[1] CC(=O)c1cccc(Nc2nc(-c3sc(N)nc3C)cs2)c1
[2] CCOC(=O)Cc1nc2ccccc2[nH]1
[3] Cc1ccccc1C(=O)NC(C)C1CC2CCC1C2 (centres undefined)
[4] Clc1ccccc1OCc1nnc2n1CCCCC2
[5] C/C(=N/NC(=O)C1CCN(S(=O)(=O)c2ccc(C)cc2)CC1)c1cccc([N+](=O)[O-])c1
[6] Cc1[nH]c2ccccc2c1C(=O)COC(=O)c1cccc(S(=O)(=O)N2CCCCC2)c1
[7] COc1cc(/C=C2/C(=N)N3N=C(CC(=O)N4CCOCC4)SC3=NC2=O)ccc1OC(C)c1ccccc1 (centres undefined)
[8] COc1cc(C(=O)NC(CCSC)C(=O)OCc2cc([N+](=O)[O-])cc3c2OCOC3)cc(OC)c1OC (centres undefined)
assay / compound,1,2,3,4,5,6,7,8
Tb PFK inh,1%,-6%,-1%,0%,0%,1%,1%,-1%
BRCA1 expr up,-47%,21%,1%,45%,-15%,-49%,34%,-2%
NPC1 promoter act,15%,-2%,1%,0%,-6%,-1%,0%,-4%
ELG1 genotox,12%,-3%,-5%,3%,-1%,1%,1%,-7%
FLuc modulator,17µM*,0%,0%,3%,4%,-12%,1%,-3%
Gal4-VP16 FLuc,1%,4%,-16%,-13%,-2%,-2%,-6%,-7%
TRPV1 ag,0,0,18,3,-9,2,6,3
p53 reactivation,10%,9%,0%,0%,1%,-6%,9%,-3%
ELG1 DNA repair,8.2µM*,-10%,1%,u,u,u,4%,u
RORgamma inh,18%,-10%,-12%,-13%,10%[10 µM],5%,0%,11%
Rab9 prom act,22%,1%,1%,2%,2%,-10%,-4%,-8%

[9] O=C(CNCc1ccc(Cl)cc1)Nc1ccc(C(=O)N2CCCCC2)cc1
[10] N#CC1(NC(=O)COC(=O)CSc2ccc(F)cc2)CCCCC1
[11] CC(=O)c1ccc(O)c(CC=C(C)C)c1
[12] Cc1ccccc1OC(C)C(=O)Nc1cccnc1 (centres undefined)
[13] CC(/C=N/n1c(COc2ccccc2)n[nH]c1=S)=C\c1ccco1
[14] CO/N=C(\C(=O)N[C@@H]1C(=O)N2C(C(=O)O)=C(COC(N)=O)CS[C@H]12)c1ccco1
[15] CC1=NN(c2ccc(C)cc2)C(=O)/C1=C\C=C\c1ccccc1
[16] COC(=O)c1ccccc1NC(=O)C1CC(=O)N(c2ccc(F)cc2)C1 (centres undefined)
assay / compound,9,10,11,12,13,14,15,16
Tb PFK inh,0%,0%,-1%,-1%,1%,-1%,0%,1%
BRCA1 expr up,-1%,-33%,59%,4%,-11%,11%,-22%,-17%
NPC1 promoter act,-1%,-1%,-3%,-3%,3%,-5%,1%,-3%
ELG1 genotox,-6%,-2%,-15%,0%,1%,1%,-8%,-2%
FLuc modulator,-3%,6%,-2%,2%,-7%,-3%,u,-2%
Gal4-VP16 FLuc,-8%,x,0%,3%,-19%,-6%,u,11%
TRPV1 ag,27,8,-2,-3,12,0,0,7
p53 reactivation,-2%,1%,-6%,-5%,-3%,-1%,-37%[inhibitor],-8%
ELG1 DNA repair,3%,14%,-18%,-6%,-18%,1%,u,-2%
RORgamma inh,100%,x,-32%,-5%,7.1µM*,0%,u,-20%
Rab9 prom act,0%,-4%,-2%,0%,-4%,-7%,1%,-7%

[17] Cc1ccc(S(=O)(=O)Nc2cccc3c2O[C@@H](CN(C)C(=O)Nc2ccc4c(c2)OCO4)[C@H](C)CN([C@@H](C)CO)C3=O)cc1
[18] Cc1ccc(S(=O)(=O)N2C[C@@H]3[C@H]4CC[C@H](C4)[C@@H]3[C@@H](C)[C@H]2C#N)cc1
[19] Cc1ccc(NS(=O)(=O)c2cccc(C(=O)NCCCN3CCCC3=O)c2)cc1
[20] CCNC(=O)CP(=O)(c1ccccc1)c1ccccc1
[21] CC1=CCC2C(=O)N(c3cccc(C(=O)NCc4ccccc4)c3)C(=O)C2C1 (centres undefined)
[22] O=[N+]([O-])c1cccc(Nc2nc(Cl)nc(Cl)n2)c1
[23] CC(C)Cc1nc(Cl)c(C#N)c2c1CCCC2
[24] COC(=O)c1ccc(C(=O)N2CCCC(N3CCN(c4ccc(F)cc4)CC3)C2)nc1 (centres undefined)
assay / compound,17,18,19,20,21,22,23,24
Tb PFK inh,-2%,2%,-4%,2%,0%,-25%,-8%,0%
BRCA1 expr up,0%,-6%,-11%,-8%,-15%,23%,16%,-6%
NPC1 promoter act,x,x,0%,-5%,-1%,0%,2%,2%
ELG1 genotox,0%,3%,-2%,0%,-4%,-1%,-5%,-4%
FLuc modulator,x,x,0%,4%,-1%,-8%,2%,-3%
Gal4-VP16 FLuc,x,x,x,0%,-5%,-9%,1%,3%
TRPV1 ag,x,x,1,0,4,2,3,-1
p53 reactivation,-3%,20%,3%,0%,-5%,1%,-9%,u
ELG1 DNA repair,u,-1%,17%,-3%,4%,-3%,u,0%
RORgamma inh,x,x,x,-14%,21%,4%,-10%,17%
Rab9 prom act,x,x,-1%,-8%,-4%,6%,-8%,6%

A second format for 3 compounds above.
Order of values: Tb PFK inh	BRCA1 expr up	NPC1 promoter act	ELG1 genotox	FLuc modulator	Gal4-VP16 FLuc	TRPV1 ag	p53 reactivation	ELG1 DNA repair	RORgamma inh	Rab9 prom act
21: CC1=CCC2C(=O)N(c3cccc(C(=O)NCc4ccccc4)c3)C(=O)C2C1 (centres undefined)
  0%	-15%	-1%	-4%	-1%	-5%	4	-5%	4%	21%	-4%
22: O=[N+]([O-])c1cccc(Nc2nc(Cl)nc(Cl)n2)c1
  -25%	23%	0%	-1%	-8%	-9%	2	1%	-3%	4%	6%
23: CC(C)Cc1nc(Cl)c(C#N)c2c1CCCC2
  -8%	16%	2%	-5%	2%	1%	3	-9%	u	-10%	-8%

The results go on:
[25] C=C[C@]1(C)C[C@@H](OC(=O)CSCCN(CC)CC)[C@]2(C)C(C)CC[C@]3(CCC(=O)[C@H]32)[C@@H](C)[C@@H]1O (some centres undefined)
[26] COc1ccc(C2NC3=C(CCC3)C3(C#N)C4(N=C(N)C23C#N)OCCO4)cc1 (centres undefined)
[27] N=c1ccn(Cc2ccc(Cl)c(Cl)c2)cc1
[28] O=C(NCCc1cnn(-c2ccccc2)c1)c1cc(COc2c(F)cccc2F)on1
[29] N=c1c2c(-c3ccccc3)c(-c3ccccc3)oc2ncn1CCCN1CCOCC1
[30] Cc1ccc(S(=O)(=O)N2CCN(C(=O)CC(C)n3cncn3)CC2)cc1 (centres undefined)
[31] Cc1cc(C(=O)NCc2csc(-c3ccccc3)n2)no1
[32] O=C(NCc1ccccc1Cl)NC(=O)c1csc([N+](=O)[O-])c1
[33] O=C(CSc1ncn[nH]1)Nc1c(Br)cc([N+](=O)[O-])cc1Br
[34] CCCc1cc(=O)n2[nH]c(-c3cc(OC)c(OC)c(OC)c3)nc2n1
assay / compound,25,26,27,28,29,30,31,32,33,34
Tb PFK inh,0%&0%,4%,1.7µM*,0%,4%,0%,2%,-1%,0%,-1%
BRCA1 expr up,4%&0%,-7%,-59%,96%,-50%,-16%,10µM*,-9%,-9%,-2%
NPC1 promoter act,0%&0%,4%,-39%[inhibitor],10%,-1%,1%,u,-4%,-4%,0%
ELG1 genotox,0%&-3%,1%,3%,-2%,1%,-3%,u,2%,-3%,-1%
FLuc modulator,0%&1%,0%,-1%,u,12%,0%,u,1%,0%,1%
Gal4-VP16 FLuc,0%,7%,-15%,1%,u,4%,u,-5%,-6%,7%
TRPV1 ag,2&2,-1,1,14,10,-1,6,1,3,0
p53 reactivation,-5%&5%,-8%,-10%,-2%,-12%,3%,8%,12%,-12%,6%
ELG1 DNA repair,-1%&3%,16%,4.6µM*,0%,-7%,-7%,u,0%,10%,12%
RORgamma inh,2%,-14%,33%,43%,u,28%,33%,-17%,-31%,-25%
Rab9 prom act,-5%&2%,-3%,-52%[inhibitor],22%,0%,-1%,u,-4%,-4%,-3%

Grouped by structure, the entries above with an aryl thioether with sulfur outside any ring.
[10] N#CC1(NC(=O)COC(=O)CSc2ccc(F)cc2)CCCCC1
[33] O=C(CSc1ncn[nH]1)Nc1c(Br)cc([N+](=O)[O-])cc1Br
assay / compound,10,33
Tb PFK inh,0%,0%
BRCA1 expr up,-33%,-9%
NPC1 promoter act,-1%,-4%
ELG1 genotox,-2%,-3%
FLuc modulator,6%,0%
Gal4-VP16 FLuc,x,-6%
TRPV1 ag,8,3
p53 reactivation,1%,-12%
ELG1 DNA repair,14%,10%
RORgamma inh,x,-31%
Rab9 prom act,-4%,-4%
